SRC3 inh: SRC3 coactivator transcriptional activity inhibitors, primary screen, cell-based, luminescence; Nuclear receptor coactivator 3 (Homo sapiens), Q9Y6Q9; HEK293 GAL4-SRC3 luciferase reporter; inhibition, % at 3.6 µM; 360,000 compounds, 0.17% hits; AID 588352, 2011;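 active = inhibition above a per-campaign cutoff, the mean of all compounds plus 3 SD, cut at about 60% in these data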;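 note: 0% = DMSO-treated cells and 100% = gossypol-treated cells at 36 µM; higher means less SRC3-driven luciferase light from the GAL4 reporter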
NR5A2 inv ag: LRH-1 (NR5A2) inverse agonists, primary screen, cell-based, luminescence, HEK293T, StAR-luciferase reporter; AID 602396, 2012; 360,000 compounds, 0.13% hits; Nuclear receptor subfamily 5 group A member 2 (Homo sapiens), O00482; inhibition, % at 3.6 µM; LRH-1 transfected, 24 h;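 active = inhibition above the mean inhibition of all tested compounds plus 3 SD, cut at about 73% in these data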;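 note: 0% = DMSO wells and 100% = reporter-only cells lacking LRH-1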
Target sequence (O00482 whole entry, looked up): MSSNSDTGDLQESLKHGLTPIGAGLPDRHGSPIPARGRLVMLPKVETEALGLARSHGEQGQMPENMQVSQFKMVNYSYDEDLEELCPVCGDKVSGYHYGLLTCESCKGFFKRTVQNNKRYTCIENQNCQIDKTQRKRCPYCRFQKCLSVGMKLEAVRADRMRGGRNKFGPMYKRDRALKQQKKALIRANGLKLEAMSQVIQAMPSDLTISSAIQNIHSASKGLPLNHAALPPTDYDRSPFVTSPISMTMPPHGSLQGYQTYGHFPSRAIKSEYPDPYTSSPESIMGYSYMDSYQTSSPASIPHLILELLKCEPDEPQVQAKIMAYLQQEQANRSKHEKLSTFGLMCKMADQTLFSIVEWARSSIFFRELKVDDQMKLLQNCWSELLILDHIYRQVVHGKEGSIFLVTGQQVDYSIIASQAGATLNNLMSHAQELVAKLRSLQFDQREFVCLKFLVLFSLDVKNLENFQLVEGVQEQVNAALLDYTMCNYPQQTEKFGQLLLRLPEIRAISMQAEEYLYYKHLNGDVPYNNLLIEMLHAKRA
Vif inh: HIV Vif self-association inhibitors, primary screen, imaging, HEK293T, single point; HEK293T cells, Vif self-association by quenched fluorescence, 24 h; inhibition, % at 7.49 µM; 340,000 compounds, 0.35% hits; AID 602346, 2012; in the data active = inhibition above about 50%, passing the limit was not always enough; inconclusive = no clear call, values can overlap the other calls; inactive = below about 31%; note: some results filed as inactive read as strong as hits
NCOA1 inh: SRC1 coactivator transcriptional activity inhibitors, primary screen, cell-based, luminescence; HEK293 GAL4-SRC1 luciferase reporter; inhibition, % at 3.6 µM; 360,000 compounds, 0.12% hits; AID 588354, 2011;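 active = inhibition above the campaign mean plus 3 SD, with each screening campaign given its own cutoff, cut at about 60% in these data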;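 note: 0% = DMSO treated cells and 100% = gossypol at 36 µM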
COUP-TFII inh: NR2F2 transcriptional activity inhibitors, primary screen, cell-based, luciferase reporter, HEK293T, luminescence. HEK293T NGFI-A luciferase reporter. inhibition, % at 8.6 µM. 370,000 compounds, 0.7% hits;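 active = inhibition above a per-plate cutoff, mean inhibition of test wells between control levels plus 3 SD, cut at about 38% in these data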;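 note: cells cotransfected with COUP-TFII expression vector driving the NGFI-A reporter; 0% = median of COUP-TF2 test wells and 100% = reporter-only cells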
NOD2-RIPK2 inh: NOD2-RIPK2 binding disruptors in cells, primary screen, fluorescence, CHO cells, BLA complementation; Receptor-interacting serine/threonine-protein kinase 2 (Homo sapiens), O43353; CCF4 ratio; inhibition, % at 4.98 µM; 360,000 compounds, 0.38% hits; AID 624267, 2012; in the data active = inhibition above about 21%;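 note: 0% = vehicle only and 100% = reference blocker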
Target sequence (O43353 whole entry, looked up): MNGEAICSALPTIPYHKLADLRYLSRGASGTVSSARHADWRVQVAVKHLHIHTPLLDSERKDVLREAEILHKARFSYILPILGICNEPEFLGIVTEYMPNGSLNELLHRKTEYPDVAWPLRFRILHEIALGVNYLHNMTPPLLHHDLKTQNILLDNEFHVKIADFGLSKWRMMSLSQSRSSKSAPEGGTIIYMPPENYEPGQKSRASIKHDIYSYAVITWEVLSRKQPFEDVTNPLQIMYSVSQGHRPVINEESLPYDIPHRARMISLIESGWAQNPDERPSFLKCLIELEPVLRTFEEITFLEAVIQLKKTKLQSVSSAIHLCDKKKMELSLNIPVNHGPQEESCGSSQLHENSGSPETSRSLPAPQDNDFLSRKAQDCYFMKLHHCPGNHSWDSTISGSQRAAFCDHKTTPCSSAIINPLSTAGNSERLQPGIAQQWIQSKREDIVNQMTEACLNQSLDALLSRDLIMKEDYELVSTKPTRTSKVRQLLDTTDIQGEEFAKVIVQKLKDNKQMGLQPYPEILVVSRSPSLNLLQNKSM
TLR9-MyD88 inh: inhibitors of TLR9-MyD88 association in cells, primary screen, cell-based, CHO, BLA complementation, fluorescence; Toll-like receptor 9 (Homo sapiens) + Myeloid differentiation primary response protein …; CCF4 FRET ratio; inhibition, % at 4.98 µM; 340,000 compounds, 0.21% hits;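 active = inhibition above the mean over all tested compounds plus 3 SD, cut at about 21% in these data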;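 note: 0% = DMSO only wells and 100% = clavulanate BLA inhibitor control wells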
TROY signal inh: inhibitors of TROY-driven NF-kB signaling, primary screen, Q293 LMP1-TROYcd cells, NF-kB luciferase, uHTS. Q293 LMP1-TROYcd NF-kB luciferase reporter, 4 h. 360,000 compounds, 0.98% hits. inhibition, % at 10 µM. AID 1347056, 2019;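 active = compounds whose plate-normalised and pattern-corrected inhibition of the luciferase reporter signal at the single screening dose is 50% or more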
LMP1 NFkB inh: EBV LMP1-driven NF-kappaB luciferase reporter inhibitors, primary screen, cell-based, luminescence, single point. LMP1-induced NF-kappaB luciferase reporter cells. inhibition, % at 12.5 µM. 350,000 compounds, 0.69% hits; in the data active = inhibition above about 41%; inconclusive = no clear call, values can overlap the other calls;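 note: 0% = neutral control wells and 100% = reference inhibitor control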
C8 TRAIL sens: viability loss with TRAIL in NB7+C8 cells, primary screen, TRAIL sensitizer project, cell-based, ATPlite luminescence | 360,000 compounds, 1% hits | inhibition (viability loss, TRAIL sensitization), % at 10 µM | AID 624354, 2012;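 active = compounds causing at least 50% loss of cell viability in the single-dose screen, relative to plate controls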
SRC2 inh: inhibition of GAL4-SRC2 driven luciferase reporter, primary screen, SRC2 inhibitor project, cell-based, luminescence; HEK293 GAL4-SRC2 luciferase reporter; Nuclear receptor coactivator 2 (Homo sapiens), Q15596; 370,000 compounds, 0.17% hits; AID 651957, 2012; inhibition, % at 9 µM;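 active = inhibition above the mean inhibition of all tested compounds plus 3 SD, set per campaign, cut at about 52% in these data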;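 note: 0% = DMSO treated cells and 100% = cells given Gossypol at 36 µM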
Numbers without * were called inactive; ? = inconclusive; . = no result given. The list is partial; the hit share may differ from the screen's.

Values run as follows: SRC3 inh, NR5A2 inv ag, Vif inh, NCOA1 inh, COUP-TFII inh, NOD2-RIPK2 inh, TLR9-MyD88 inh, TROY signal inh, LMP1 NFkB inh, C8 TRAIL sens, SRC2 inh
CCN(CC)S(=O)(=O)c1ccc2c(c1)N(CC(=O)N1CCCC1)C(=O)CO2
    -8, -11, 5, 12, 2, 0, 1, -5, -1, -3, -13
CCOC(=O)N1CCN(c2c(NCCCN3CCCC(C)C3)c(=O)c2=O)CC1 (stereo not drawn)
    18, -2, ., 10, 11, 3, -2, 13, 1, -6, -11
Cc1ccc(C(=O)NCc2ccccc2)c(F)c1F
    12, -18, ?, -11, 1, -12, -10, -27, -11, 0, -28
CC1(C)CC(NS(=O)(=O)c2ccc3ccccc3c2)CC(C)(C)N1
    5, 9, -5, 14, -13, 7, -5, 9, 0, -14, 5
OCCCCNCc1ccc(OCc2ccccc2)cc1
    2, -22, 6, -48, -11, -3, -1, -7, -4, -2, -5
CC(SC1CCCC1)C(=O)NC(C)(C#N)C(C)C (stereo not drawn)
    13, 4, 7, 0, 10, 1, -14, 7, 6, -1, -22
Cc1ccc(Cl)cc1OCC(=O)NCCOC(=O)Nc1sc(=S)n(C)c1C
    7, 8, 6, -4, 11, 4, -5, 9, -16, -3, -37
COC(=O)c1cn(-c2ccccc2)nc1-c1ccncc1
    15, 28, 1, -6, 7, -4, -5, -9, -11, -8, 11
C[C@H]1CN([C@@H](C)CO)C(=O)CCCn2nncc2CO[C@@H]1CN(C)Cc1cccc2c1OCCCO2
    -22, -5, -3, -7, -9, 9, 7, -6, -3, -34, 10
CCCCC(=O)Nc1nnnn1CCC
    13, 2, ., 5, 7, 3, 3, 3, 2, -2, -15
COc1ccc(-c2nc(CS(=O)(=O)CC(=O)NCc3ccc(F)cc3)c(C)o2)cc1
    10, 15, 1, -6, -7, 2, 1, -5, 1, -1, -19
Cc1cn([C@H]2C[C@H](O)[C@@H](CCC(=O)NCC3CCCO3)O2)c(=O)[nH]c1=O (stereo partly drawn)
    -5, 5, -7, -2, -1, -8, ., 24, ., 19, -24
COCCNC(=O)C1(C)CCCN(CCC(=O)c2ccc(Br)cc2)C1 (stereo not drawn)
    1, -17, -9, -9, -6, 9, ., 3, ., -10, -10
CC[n+]1c(/C=C/Nc2ccccc2)sc2ccccc21
    6, -12, -7, 9, 19, -3, -3, 0, 5, 2, 20
COCOCCn1cc(CN2CCS(=O)(=O)N(Cc3ccc(-c4ccc(OC)cc4)cc3)C(C(C)C)C2=O)nn1 (stereo not drawn)
    -5, -22, -4, 11, 12, 6, -6, 9, -13, -10, 13

(continued)
Values run as follows: SRC3 inh, NR5A2 inv ag, Vif inh, NCOA1 inh, COUP-TFII inh, NOD2-RIPK2 inh, TLR9-MyD88 inh, TROY signal inh, LMP1 NFkB inh, C8 TRAIL sens, SRC2 inh
O=C(O)[C@H]1CCCN1C(=O)c1ccccc1N1C(=O)[C@@H]2Cc3c([nH]c4ccccc34)C(c3cccc(Cl)c3)N2C1=O (stereo partly drawn)
    -13, 11, -3, -3, 0, -8, 0, -34, -12, -17, -6
CCCNC(=O)C(Cc1ccc(OC)cc1)NC(=O)c1ccc(C#N)cc1 (stereo not drawn)
    18, 14, -3, 4, 5, 11, -2, -4, 1, -11, -4
COc1cc(C(C)=O)cc(OC)c1O
    -5, -6, 17, -4, -4, -1, 13, -8, -4, -6, 14
CCOc1cc(/C=N/NC(=O)c2ccc(CSc3nncn3C)cc2)ccc1OCC(=O)N1CCOCC1
    7, -1, -2, -17, -5, 2, 5, -13, -2, -3, -7
Cc1ccc(OCc2nc(-c3ccccc3)no2)c(C)c1
    -86, -83, -7, -101, -27, -10, -4, -43, -82, 3, -44
O=C(c1cc2nc(-c3ccco3)cc(C(F)(F)F)n2n1)N1CCc2ccccc2C1
    -15, -6, ., 1, 9, 4, 3, 2, 11, 3, -16
COc1ccc(N)cc1NC(=O)CN1CCCC1
    -2, -5, 13, 18, -6, -6, 0, 10, 4, -6, 16
COc1cc(/C=N/N=C2/NC(=O)C(Cc3ccc(F)cc3)S2)ccc1O (stereo not drawn)
    -30, 5, -4, -15, -19, -6, -7, 15, -1, 15, -48
CC(=O)c1cc(Cl)ccc1OCC(=O)NC1CCCC1
    -49, -44, -7, -17, -18, -3, -7, -53, -21, 2, -26
COC(=O)c1c(C)[nH]c(O)c1C=Nc1ccc(C#N)cc1
    -8, 7, 2, -9, -6, -4, -3, 0, 6, -13, 2
CCc1nnc(SCC(=O)Nc2ccc3c(c2)OCO3)n1CC
    -32, 8, 11, -14, 8, 1, 12, -3, 7, 1, -15
COc1ccc(NC(=O)CSc2nnc(Cn3nnc4ccccc43)n2C)cc1
    1, 13, 5, -4, 12, -8, -10, -8, -3, -10, -25
CCOC(=O)C(=O)c1cn(C2OCC(OC(C)=O)C(OC(C)=O)C2OC(C)=O)c2ccccc12 (stereo not drawn)
    22, -20, 0, 5, -18, -2, 0, -15, -2, 0, -35
COc1ccc(CC(=O)Nc2c3c(nn2-c2cccc(C)c2C)CS(=O)C3)cc1 (stereo not drawn)
    5, 3, ., -6, -15, -6, 2, -1, -3, -4, -6
FC(F)Oc1ccc(C2=Nn3c(nnc3-c3ccccc3Cl)SC2)cc1OCC1CC1
    -6, -28, -4, -15, -2, -6, -1, -6, -3, -16, -18

Later entries:
Values run as follows: SRC3 inh, NR5A2 inv ag, Vif inh, NCOA1 inh, COUP-TFII inh, NOD2-RIPK2 inh, TLR9-MyD88 inh, TROY signal inh, LMP1 NFkB inh, C8 TRAIL sens, SRC2 inh
CCCS(=O)(=O)n1nc(-c2ccc(C)cc2)cc1N
    -27, -37, 23, -24, 2, -16, -8, -23, -3, 3, -30
CCOC(=O)C1=C(C)NC2=C(C(=O)c3ccccc32)C1c1ccc(O)cc1 (stereo not drawn)
    11, 8, 3, -4, -9, -8, -14, -6, 6, -6, -9
COc1ccccc1NC(=O)C(C)OC(=O)Cn1cnc2c1c(=O)n(C)c(=O)n2C (stereo not drawn)
    3, -1, ., 6, 5, 2, -1, -7, -6, -4, -21
C[C@H]1CCC(=O)N([C@H](CN=[N+]=[N-])Cc2ccccc2)CC1
    2, -7, 59*, 7, -9, -9, -4, -13, 1, -2, 9
O=C(N/N=C/c1ccc(O)c(O)c1)N/N=C/c1ccc(O)c(O)c1
    -30, -13, 2, -38, -23, 3, -12, -54, -3, 55*, -20
COc1cccc(C(=O)O/N=C2\CCS(=O)(=O)c3sccc32)c1
    11, 6, 0, -15, 10, 3, 0, -15, -1, 5, -34
COc1ccc(N(CC(=O)NCc2ccccc2OC)S(=O)(=O)c2c(C)nn(C)c2C)cc1
    6, 10, 1, 13, -13, 1, 9, 8, -3, 5, -11
Cc1ccc(S(=O)(=O)N2CCC(C(=O)N3CCc4ccccc43)CC2)cc1
    5, 6, -2, -32, 25, 4, 10, 10, 1, 4, 7
CC(C)NC(=O)C(=O)Nc1ccc2c(c1)N(S(=O)(=O)c1cccs1)CCC2
    10, -7, -5, 11, -7, 5, -3, 9, 1, -9, -19
CN(C(=O)c1ccc(NC(=O)Cc2cccc(NC(=O)C3CCCN(C(=O)C4CCCCC4)C3)c2)cc1)C1CCCC1 (stereo not drawn)
    4, -14, -1, -5, 12, 1, 5, 14, -9, -21, -20
COc1cccc(C2NC(=O)c3ccccc3O2)c1OCc1ccccc1F (stereo not drawn)
    -13, -15, -1, -22, 4, -2, 6, 7, -2, -9, 12
CCOC(=O)c1oc2ccc(OC)cc2c1NC(=O)CN1CCN(C)CC1
    5, 0, 1, -17, -1, 2, 1, 5, -10, 7, -4
CCN(CC(=O)Nc1ccccc1C(F)(F)F)C(=O)c1ccccc1Cc1ccccc1
    -1, -1, -7, 6, 27, 1, -1, 2, 8, -3, 0
O=C1COc2ccc(C(=O)COC(=O)c3c(F)cccc3Cl)cc2N1
    5, -3, 25, -5, -9, -1, -9, -41, 3, -14, -4
OC(COc1ccc(Br)cc1)CN1CCOCC1 (stereo not drawn)
    10, -24, 12, -2, -12, 2, -4, -10, -10, 6, -31

Remaining list, next part.
Values run as follows: SRC3 inh, NR5A2 inv ag, Vif inh, NCOA1 inh, COUP-TFII inh, NOD2-RIPK2 inh, TLR9-MyD88 inh, TROY signal inh, LMP1 NFkB inh, C8 TRAIL sens, SRC2 inh
CCC(CC)C(=O)N1CC(=O)Nc2ccc(F)cc2C1c1ccc(F)cc1 (stereo not drawn)
    27, -11, ., 0, -7, -1, 2, -17, 5, 6, 4
COc1ccc(CCNc2ncnc3c2c(C)c(C)n3CCO)cc1OC
    -4, -28, -8, -16, 11, 1, -2, 0, 15, -6, -59
Cc1ccc2c(c1)/C(=C/c1ccco1)C(=O)N2
    -2, 4, -31, -14, 9, 3, -3, 0, 13, -2, 9
O=C1ON=C(c2ccc(Cl)c([N+](=O)[O-])c2)/C1=C/c1cccc([N+](=O)[O-])c1O
    21, -4, 35, -13, -4, -4, -6, -14, 5, 0, -10
CC(C)(C)c1ccc(C(=O)NCc2ccco2)cc1
    -81, -82, 26, -43, -28, -8, ., -54, ., 7, -72
O=C(NCC(O)c1nc2ccccc2[nH]1)c1cc([N+](=O)[O-])ccc1F (stereo not drawn)
    4, 27, -6, 6, -3, 7, ., -4, ., -2, -30
C=CCC(C)(NCc1ccccc1)c1ccco1 (stereo not drawn)
    -10, 6, 3, 12, -4, 5, -2, 1, 8, 22, 2

3 of the entries above in order of their number in TLR9-MyD88 inh, highest first.
| structure | TLR9-MyD88 inh |
| --- | --- |
| CCC(CC)C(=O)N1CC(=O)Nc2ccc(F)cc2C1c1ccc(F)cc1 (stereo not drawn) | 2 |
| COc1ccc(CCNc2ncnc3c2c(C)c(C)n3CCO)cc1OC | -2 |
| O=C1ON=C(c2ccc(Cl)c([N+](=O)[O-])c2)/C1=C/c1cccc([N+](=O)[O-])c1O | -6 |

Screens as filed in PubChem BioAssay.
